# Bioassay records as filed in PubChem BioAssay.
# TDP1 block – qHTS Assay for Inhibitors of Tyrosyl-DNA Phosphodiesterase (TDP1). recombinant TDP1, AlphaScreen DNA substrate cleavage. Potency, µM (doses to about 130 µM), inactives show at the highest dose activity change, negative = inhibition, actives largely listed as inhibitors. 0.28% of 350,000 active. AID 485290, 2010; note: nearly all actives have a fitted effect of over 40% in size
# Target sequence (Q9NUW8 whole entry, looked up): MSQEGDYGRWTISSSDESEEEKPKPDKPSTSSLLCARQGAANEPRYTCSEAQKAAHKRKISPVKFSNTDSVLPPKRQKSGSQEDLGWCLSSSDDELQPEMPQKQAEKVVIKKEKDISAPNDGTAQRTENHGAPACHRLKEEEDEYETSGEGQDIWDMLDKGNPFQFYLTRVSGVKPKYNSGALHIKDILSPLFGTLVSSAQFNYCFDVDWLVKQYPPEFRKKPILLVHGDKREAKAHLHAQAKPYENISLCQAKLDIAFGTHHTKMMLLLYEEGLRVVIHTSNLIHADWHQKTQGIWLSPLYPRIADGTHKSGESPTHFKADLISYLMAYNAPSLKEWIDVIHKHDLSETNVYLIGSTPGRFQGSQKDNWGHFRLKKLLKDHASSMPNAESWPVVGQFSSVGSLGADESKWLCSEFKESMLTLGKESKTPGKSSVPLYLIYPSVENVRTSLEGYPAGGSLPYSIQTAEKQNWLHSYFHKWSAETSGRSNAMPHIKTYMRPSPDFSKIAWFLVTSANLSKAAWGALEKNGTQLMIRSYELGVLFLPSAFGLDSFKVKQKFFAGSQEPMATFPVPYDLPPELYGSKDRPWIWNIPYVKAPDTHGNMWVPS
#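 Steps: enzyme plus compound, 15 min RT; add biotin/phosphotyrosine-FITC oligonucleotide (15 nM final), react 5 min; add donor/acceptor beads (10 ug/ml final), 10 min; read AlphaScreen. Tdp1 at 1 nM final.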
# N370S GC mod – qHTS Assay for Inhibitors and Activators of N370S glucocerebrosidase as a Potential Chaperone Treatment of Gaucher Disease | 0.092% of 330,000 active | Lysosomal acid glucosylceramidase (Homo sapiens), P04062 | Potency, µM (series often up to 59.4 µM), inactives show at the highest dose activity change, negative = inhibition, usual class: inhibitors | AID 2101, 2009 | N370S GC spleen homogenate, 4MU-glucoside fluorescence;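 note: 0% = full enzyme activity and -100% = no enzyme basal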
# FEN1 inh – qHTS Assay for the Inhibitors of Human Flap endonuclease 1 (FEN1); P39748; Recombinant FEN1 flap cleavage, fluorescence, 15 min; Potency, µM (series often up to 114 µM), inactives show at the highest dose activity change, negative = inhibition, actives largely listed as inhibitors; 0.35% of 390,000 active; note: nearly all actives have a fitted effect of over 65% in size
# Target sequence (P39748 whole entry, looked up): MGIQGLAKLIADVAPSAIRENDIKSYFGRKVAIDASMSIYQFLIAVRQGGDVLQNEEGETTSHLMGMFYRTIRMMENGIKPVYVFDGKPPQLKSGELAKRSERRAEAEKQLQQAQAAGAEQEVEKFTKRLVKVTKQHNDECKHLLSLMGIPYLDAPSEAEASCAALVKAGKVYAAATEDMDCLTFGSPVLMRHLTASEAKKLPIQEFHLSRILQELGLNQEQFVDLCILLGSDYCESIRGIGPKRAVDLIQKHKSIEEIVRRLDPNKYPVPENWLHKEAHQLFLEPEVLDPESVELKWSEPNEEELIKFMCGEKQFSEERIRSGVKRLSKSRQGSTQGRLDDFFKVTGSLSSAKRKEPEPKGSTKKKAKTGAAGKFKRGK
#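 Recombinant FEN1 (10 nM) was preincubated with pin-transferred compounds for 15 min at room temperature, then flap DNA substrate (50 nM final) was added. Plates were read at 0 and 15 min, and normalized concentration–response data were fitted to a four-parameter Hill equation.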
# * = called active by the depositor; ? = inconclusive; . = not tested or not shown; [ ] = another dose, or the depositor's remark. Calls come from the whole dose curve; as a rule, active = well fitted curve in the direction sought with a large enough effect; inconclusive = small, poorly fitted or top-dose-only effect, or another doubt; inactive = no such curve, though single readings can be large; an effect the other way counts as inactive or inconclusive. Unless noted, % is set by controls: 0 for no effect and ±100 for the full control effect; potency is the fitted concentration of half-maximal effect.
Structure	TDP1 block	N370S GC mod	FEN1 inh
CCOC(=O)C1(CC2CCCCO2)CCN(S(=O)(=O)c2ccccc2)CC1 (stereo not given)	-1.2%	6.4%	-16.4%
O=C1Nc2cc(C(=O)NCCCN3CCOCC3)ccc2S/C1=C/c1cccc(Cl)c1	6.7%	-28.1%	12.2%
COc1ccc(S(=O)(=O)NCCC(=O)NC2CCCCCCC2)cc1	1.3%[56.1 µM]	0.0%	1.4%
O=C(CSc1ccc2nnc(-c3ccncc3)n2n1)N1CCc2ccccc21	2.1%	0.7%	.
CCOc1ccc(C(=O)NCC(=O)Nc2ncccc2C)cc1OCC	.	-18.7%	-6.7%
COc1ccc(C2OC(=O)Cc3cc(OC)c(OC)cc32)cc1 (stereo not given)	6.1%	1.4%	-1.2%
CC(C)(C)c1ccc(Oc2ncccc2NC(=O)c2cccs2)cc1	-3.8%	27.5%	-26.8%
CCN(CC)c1cccc(OCC(=O)N2c3ccccc3CC2C)c1 (stereo not given)	8.1%	.	-2.0%
COc1ccc(/C=C2\Oc3cc(OCC(N)=O)ccc3C2=O)cc1OC	.	-15.9%	?
CC1CC(C)CN(CCCNC(=O)c2ccc3nc(N4CCCCC4)sc3c2)C1 (stereo not given)	.	?	-1.9%

# Remaining list, next part:
Structure	TDP1 block	N370S GC mod	FEN1 inh
O=C(CCC(=O)N(CC(=O)NC1CCCC1)C1CCCCC1)Nc1ccccn1	-2.8%	-16.5%	7.3%
COc1ccc(NC(=O)C2CCN(S(=O)(=O)c3cccc(-c4noc(C)n4)c3)CC2)cc1OC	6.4%	.	1.7%
COCCn1c(SCC(=O)N2CCCc3ccccc32)nnc1-c1ccco1	0.0%	-13.4%	-9.9%
COc1ccc(-c2noc(C3CC(=O)N(c4ccc5c(c4)OCCO5)C3)n2)c(OC)c1 (stereo not given)	5.8%	.	-6.6%
COc1cccc(C(=O)Nc2c3c(nn2-c2cccc(C)c2C)CS(=O)(=O)C3)c1OC	5.2%	5.1%	-9.7%
CN(C)/N=C/c1cn(-c2ccccc2)nc1-c1cccnc1	2.5%	-4.5%	-10.7%
COc1ccccc1NS(=O)(=O)c1cc(C(=O)NCCC(C)C)ccc1F	0.0%	10.9%	-11.2%
COc1ccc(N2Cc3cccc(C(=O)Nc4ccc(C)cc4)c3C2=O)cc1	?	.	-11.2%
Cc1nc2ccc(S(=O)(=O)N(C)CC(=O)NCc3ccc4c(c3)OCO4)cc2s1	2.9%	0.4%	-2.4%
CC(C)OCCCn1c(SCc2cccc(Br)c2)nc2c(sc3ccccc32)c1=O	-5.4%	.	18.5%

# Next compounds follow:
Structure	TDP1 block	N370S GC mod	FEN1 inh
CCN(CC)Cc1c(O)ccc2c(C)c(CC(=O)OC)c(=O)oc12	6.0%	?	-13.1%
O=C(COc1ccc2ccccc2c1Br)NNC(=O)Nc1ccccc1	-2.5%	-3.3%	3.3%
Cc1ccc(CSc2oc(-c3ccco3)nc2S(=O)(=O)c2ccc(Br)cc2)cc1	-2.9%	.	-16.7%
CC1=C(C)C(OCCBr)N(c2cc(O)c(Cl)cc2F)C1=O (stereo not given)	3.6%	-4.2%	-0.1%
CCC(C)c1ccc(O)c(N)c1 (stereo not given)	5.2%	-4.2%	-7.8%
COc1ccc(N2CC(C(=O)OCC(=O)Nc3cccc(C)c3C)CC2=O)cc1 (stereo not given)	.	-6.5%	3.4%
COC(=O)c1ccc(-n2cncn2)c([N+](=O)[O-])c1	-1.2%	-22.2%	1.8%
COc1ccc(CCn2c(=O)c3cccnc3n(CC(=O)Nc3ccc(C)c(F)c3)c2=O)cc1OC	2.9%	.	-4.0%
CCN(CC(=O)Nc1c(F)cccc1F)C(=O)CC1CCCC1	-8.5%[0.505 µM]	0.1%	0.2%
CC(Oc1ccccc1)C(=O)Nc1ccc(C(N)=O)cc1 (stereo not given)	5.5%	0.0%	-3.4%

# New compounds follow.
Structure	TDP1 block	N370S GC mod	FEN1 inh
COc1ccc(C(=O)OCC(=O)NC(=O)NC2CCCC2)c(OC)c1	2.9%	-0.5%	3.5%
CCc1ccc(NC(=O)CSc2nc3c([nH]c4ccccc43)c(=O)n2-c2ccc(C)cc2)cc1	2.2%	.	13.3%
CCOC(=O)c1c(N)sc2c1CCCC2	7.1%	-1.8%	-1.1%
Cc1cccc(C(=O)NCCCNC(=O)c2ccco2)c1	-18.7%[0.0935 µM]	4.6%	-7.6%
CN(Cc1cccc(-n2cccn2)c1)C(=O)CCc1nnc(C2CCCCC2)o1	9.0%	4.9%	1.2%
Cc1cc(C(=O)CSc2nnc(-c3ccc(OC(F)F)cc3)o2)c(C)n1Cc1cccs1	5.0%	-9.7%	-4.5%
Cc1ccccc1OCC(=O)NCC(=O)N/N=C/c1ccc(Br)o1	-7.6%	-3.7%	-2.7%
CCOc1ccccc1N(CC(=O)NC(C)(C)C)C(=O)Cn1nnc(-c2ccc(C)o2)n1	3.1%	17.8%	3.2%
CC1=C(c2ccc(C)cc2)S(=O)(=O)NC1=NCCCN1CCN(c2cc(C)ccc2C)CC1	14.3%	.	-6.8%
Cc1ccc(C(=O)n2nc(-c3ccccc3)nc2NCc2ccco2)cc1	4.0%	4.6%	-10.6%

# Further results
Structure	TDP1 block	N370S GC mod	FEN1 inh
O=S(=O)(c1ccc(F)c(F)c1)N1CCC2(CC1)OCCO2	2.3%	-9.7%	21.3%
CSc1nc(C)c(Cc2c(F)cccc2Cl)c(=O)[nH]1	5.7%	-8.3%	17.0%
O=C(c1cnn2c(C(F)F)cc(-c3ccccc3)nc12)N1CCN(Cc2ccc3c(c2)OCO3)CC1	7.1%	-1.3%	-14.3%
O=C(CCc1c[nH]c2ccccc12)OCc1cccc([N+](=O)[O-])c1	5.8%	-2.0%	-28.2%
CC(C)(C)C1=CC=C(C(C)(C)C)C(=O)C1=O	2.4%	17.2%	.
CCOC(=O)c1ccc(-n2c(CCC(=O)O)ccc2-c2ccc(F)cc2)cc1	.	-5.5%	-13.7%
Nc1nnc(SCC(=O)NNC(=O)c2ccc(F)cc2)s1	-3.4%	.	13.7%
CCC(=O)N1CCc2cc(S(=O)(=O)NC(C(=O)Nc3ccc(C(C)=O)cc3)C(C)C)ccc21 (stereo not given)	-7.0%	.	16.7%
Cc1ccc2cc(CCNC(=O)CC(C)(C)C)c(=O)[nH]c2c1C	-5.3%	2.8%	-2.7%
CC12CCC(C(=O)N(c3ccccn3)c3ccccn3)(OC1=O)C2(C)C (stereo not given)	2.6%	-0.7%	7.0%

# In the list so far, these have a thiophene ring, fused or not:
Structure	TDP1 block	N370S GC mod	FEN1 inh
CC(C)(C)c1ccc(Oc2ncccc2NC(=O)c2cccs2)cc1	-3.8%	27.5%	-26.8%
CC(C)OCCCn1c(SCc2cccc(Br)c2)nc2c(sc3ccccc32)c1=O	-5.4%	.	18.5%
CCOC(=O)c1c(N)sc2c1CCCC2	7.1%	-1.8%	-1.1%
Cc1cc(C(=O)CSc2nnc(-c3ccc(OC(F)F)cc3)o2)c(C)n1Cc1cccs1	5.0%	-9.7%	-4.5%

# Later entries
Structure	TDP1 block	N370S GC mod	FEN1 inh
Nc1ccc(NC(=O)NC2CCCCC2)cc1[N+](=O)[O-]	2.6%	15.4%	-6.8%
O=C(Nc1cccc2ccccc12)c1ccccc1	2.7%	5.9%	1.9%
CCOc1ccc(NC2SC(=O)N(Cc3ccccc3)C2=O)cc1 (stereo not given)	-5.7%[12.3 µM]	.	-24.2%
COc1cccc(S(=O)(=O)c2nc(C)c3c(n2)CCC3)c1	-2.7%	2.3%	-12.0%
O=C(CSc1nc2ccccc2c(=O)n1CCCO)N1CCc2ccccc21	2.7%	9.3%	-17.7%
O=C(CCN1C(=O)/C(=C/C=C/c2ccccc2)SC1=S)Nc1nccs1	7.9%	9.1%	1.0%
CCOC(=O)c1cccc(NC(=O)N2CCC(CN3CCc4ccccc4C3)CC2)c1	1.2%	.	-6.2%
CSc1nnc2c(n1)OC1(Nc3ccccc3-2)C(=O)Nc2ccccc21 (stereo not given)	0.0%	-6.7%	-6.4%
CCN(CC(=O)Nc1cccc(OC)c1)C(=O)c1ccc(C)s1	3.8%	-18.3%	-1.1%
COc1ccc2nc(NC(=O)C3CC(=O)N(c4ccc5c(c4)OCCO5)C3)sc2c1 (stereo not given)	13.8%	1.2%	-6.0%

# The list goes on.
Structure	TDP1 block	N370S GC mod	FEN1 inh
CCC(=O)c1ccc(O)c(OC)c1	1.2%	-8.6%	17.7%
Cc1ccc(/C=N/NC(=O)c2ccccc2OCc2cccc(Br)c2)o1	4.9%	23.0%	0.6%
O=C(O)c1ccc(NS(=O)(=O)c2ccc3c(c2)C2C=CCC2C(c2ccccc2F)N3)cc1 (stereo not given)	.	-17.5%	39.8µM*
COc1ccc(NS(=O)(=O)c2ccc3[nH]c(=O)[nH]c3c2)cc1	.	-1.1%	19.4%
Cc1cccc(C(=O)n2c(=S)nc3cc(C)ccn32)c1	1.2%	7.6%	-8.5%
O=C(CN1CCOCC1)N1CCCc2c1c(=O)oc1ccc(OCc3ccccc3)cc21	2.3%	-13.2%	3.3%
CCn1cc(C(=O)NN)c(=O)c2cc(F)c(N3CCCCC3)cc21	.	2.4%	-21.3%
Cc1cc2nc(-c3ccc(NC(=O)c4cccnc4)cc3)oc2cc1C	6.2%	1.6%	-1.2%
Nc1nc(Cl)cc(-c2ccccc2)n1	4.8%	-3.1%	-0.5%
O=C(c1ccc(-c2ccc([N+](=O)[O-])cc2Cl)o1)N1CCOCC1	0.0%	3.3%	0.8%

# Further structures.
Structure	TDP1 block	N370S GC mod	FEN1 inh
O=C(COC(=O)CNC(=O)c1ccc(Cl)cc1)Nc1ccc(Cl)cn1	-0.6%	.	-11.7%
COc1ccc(Cl)cc1NC(=O)COc1ccc2c(c1)OCO2	-0.2%	.	-23.5%
CCCN1C2=C(C(=O)CCC2)C(c2ccc(O)c(Br)c2)C2=C1CCCC2=O	1.7%	-7.7%	-12.1%
Cc1cccc(C2(c3cccc(C)c3)CC2C(=O)NCC2CCCO2)c1 (stereo not given)	1.9%	-2.8%	0.4%
O=[N+]([O-])c1cccc(CNc2ccc3c(c2)CCC3)c1	12.7%	13.0%	-4.7%
O=C(NCCSCc1ccccc1)c1ccc(C2SCC(=O)N2Cc2ccccc2)cc1 (stereo not given)	3.4%	14.8%	-15.8%
C=CCOc1cccc(C2/C(=C(\O)c3ccc(F)cc3)C(=O)C(=O)N2CCN(C)C)c1 (stereo not given)	6.6%	-5.1%	2.8%
CC(=O)c1cccc(NC(=S)NCc2ccccc2)c1	.	0.0%	8.7%
CC(=O)c1ccc(N/N=C2/CCCNC2=O)cc1	2.5%	5.0%	12.4%
Cc1ccccc1Cn1nc(C)c(NC(=O)c2sc3ccccc3c2Cl)c1C	2.9%	10.7%	5.8%

# Three compounds from above, ordered by SMILES length, low to high.
Structure	TDP1 block	N370S GC mod	FEN1 inh
CC(=O)c1ccc(N/N=C2/CCCNC2=O)cc1	2.5%	5.0%	12.4%
CC(=O)c1cccc(NC(=S)NCc2ccccc2)c1	.	0.0%	8.7%
COc1ccc(Cl)cc1NC(=O)COc1ccc2c(c1)OCO2	-0.2%	.	-23.5%

# (further entries)
Structure	TDP1 block	N370S GC mod	FEN1 inh
Cc1cc(C(F)(F)F)n2ncc(C(=O)O)c2n1	3.9%	-2.1%	3.7%
CC1=C(C(=O)OC(C)C)C(c2ccc(Br)s2)NC(=O)N1C (stereo not given)	5.8%	1.9%	-4.3%
N#C/C(=C/c1ccc(N2CCOCC2)o1)c1ccc(Cl)cc1	12.7%	-6.7%	-8.5%
CCOc1ccc(C(=O)C(C)OC(=O)Cn2cnc3c2c(=O)n(C)c(=O)n3C)cc1 (stereo not given)	.	-0.7%	5.0%
Cc1nc2ccc(S(=O)(=O)N(CC(=O)Nc3ccc(F)cc3)Cc3ccccc3)cc2s1	1.9%	.	-3.3%
COCCn1c(SCC(=O)Nc2ccc3c(c2)OCCO3)nnc1-c1ccncc1	0.7%	.	-1.5%
O=[N+]([O-])c1cc(/C=N/O)ccc1Sc1ccccc1	-4.0%	13.9%	?
COc1ccc(C(=O)c2cn(CC(=O)Nc3cc(C)ccc3C)c3nc(C)ccc3c2=O)cc1	-1.1%	.	2.2%
CCN1C(=O)c2ccccc2Sc2ccc(NC(=O)c3cccc(C)c3)cc21	8.8%	.	-15.0%
O=C(O)Cn1ncn(-c2ccc(OC(F)(F)F)cc2)c1=O	0.0%	0.5%	6.8%

# The list goes on:
Structure	TDP1 block	N370S GC mod	FEN1 inh
Cc1nn(C)c(Oc2cccc(Cl)c2)c1C(=O)Nc1ccc(F)cc1	0.0%	-4.0%	-4.6%
Cn1c(=O)c2c(nc(Br)n2Cc2nnc(N)s2)n(C)c1=O	.	-0.2%	7.8%
CCc1cc[n+](-c2nc3ccccc3nc2C(=C=[N-])C#N)cc1	4.1%	0.8%	-12.8%
O=S(Cc1ccc(Cl)cc1)CC(O)(c1ccccc1)c1ccccc1 (stereo not given)	3.1%	7.2%	-12.6%
COc1ccccc1OC(C)C(=O)NCC1(N2CCOCC2)CCCCC1 (stereo not given)	3.6%	.	-2.0%
